CHT PAM: human CHT allosteric activation; Q9GZV3; B-score at 10 µM; hit rate 0.49% among 310,000; CHT-expressing cells, membrane potential dye, choline EC20; stronger effect = higher value; LV-AA mutant CHT in HEK293 cells;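 active = initial fluorescence not abnormally high and integrated response B-score, plate-corrected, over 3 SD above library mean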
Target sequence (Q9GZV3 whole entry, looked up): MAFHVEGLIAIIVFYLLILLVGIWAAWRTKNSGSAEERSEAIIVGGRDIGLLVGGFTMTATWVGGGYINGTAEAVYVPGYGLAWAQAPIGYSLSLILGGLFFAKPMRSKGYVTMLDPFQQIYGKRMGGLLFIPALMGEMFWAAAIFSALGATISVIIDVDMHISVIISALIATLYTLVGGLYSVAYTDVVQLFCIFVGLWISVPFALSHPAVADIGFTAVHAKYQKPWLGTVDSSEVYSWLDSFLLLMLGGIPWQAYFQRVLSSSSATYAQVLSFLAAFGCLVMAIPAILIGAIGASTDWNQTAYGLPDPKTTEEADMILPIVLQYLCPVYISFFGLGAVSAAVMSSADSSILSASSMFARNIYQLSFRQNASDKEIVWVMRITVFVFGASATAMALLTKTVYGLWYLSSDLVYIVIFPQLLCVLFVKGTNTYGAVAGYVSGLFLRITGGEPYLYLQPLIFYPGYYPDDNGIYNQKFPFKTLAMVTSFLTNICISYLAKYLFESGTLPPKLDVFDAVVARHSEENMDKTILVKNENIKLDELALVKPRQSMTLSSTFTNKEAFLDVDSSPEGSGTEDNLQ
OX1R antagonist: blocks the human orexin 1 receptor | CHO/OX1R cells, Fluo-8 calcium fluorescence, orexin A | O43613 | inhibition, % at 5 µM | hit rate 0.43% among 330,000;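 active = inhibition above its plate's threshold, mean inhibition of all tested compounds on the plate plus 3 SD, cut at about 37% in these data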;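 note: 0% = orexin A challenge wells and 100% = SB-334867-A antagonist wells; not every result past the cut was called active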
Target sequence (O43613 whole entry, looked up): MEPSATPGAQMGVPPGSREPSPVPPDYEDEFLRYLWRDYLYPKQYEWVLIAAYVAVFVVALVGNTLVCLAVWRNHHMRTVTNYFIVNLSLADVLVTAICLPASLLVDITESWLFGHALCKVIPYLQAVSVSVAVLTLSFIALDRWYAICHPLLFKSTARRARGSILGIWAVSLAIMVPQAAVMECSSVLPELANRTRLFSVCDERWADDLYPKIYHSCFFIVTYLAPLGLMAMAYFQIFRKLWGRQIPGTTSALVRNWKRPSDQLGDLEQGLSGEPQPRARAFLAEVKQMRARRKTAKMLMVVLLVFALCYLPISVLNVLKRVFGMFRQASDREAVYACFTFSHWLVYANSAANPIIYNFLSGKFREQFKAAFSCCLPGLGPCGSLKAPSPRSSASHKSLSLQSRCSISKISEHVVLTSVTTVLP
* hit, by the source's call; i = inactive; nt = not tested or not shown.

SMILES | CHT PAM | OX1R antagonist
Cc1ccc(S(=O)(=O)N2CCCCC2)cc1NC(=O)CN1C(=O)c2ccccc2S1(=O)=O | nt | -3.0
Cc1ccc(S(=O)(=O)N2CCN(Cc3cccnc3)CC2)cc1 | i | -8.2
COc1ccc(CCC(=O)NCC23CC4CC(CC(C4)C2)C3)cc1 | i | -36.4
O=C(Cn1cccc1C(=O)c1ccccc1)NCCN1CCOCC1 | i | -16.7
Cc1ccc(C2c3c(oc4cc(C)c(C)cc4c3=O)C(=O)N2CCCN2CCOCC2)cc1 (stereo unspecified) | i | -24.6
CCOC(=O)Cc1nnc(-c2ccccc2)o1 | i | -25.9
CN1CCN(S(=O)(=O)c2cccc(C(=O)NCc3ccccc3Cl)c2)CC1 | i | -29.4
O=C(CCc1ccccc1)Nc1cccc(S(=O)(=O)N2CCOCC2)c1 | nt | -2.6
C=C(C)CNC(=S)N/N=C\c1ccc2c(c1)OCO2 | i | -17.1
Cc1ccc(S(=O)(=O)N2CCN(C(=O)COC(=O)COc3cccc4c3OC(C)(C)C4)CC2)cc1 | i | 10.0
CCOC(=O)C1=C(c2ccccc2)OC(N)=C(C#N)C1c1cccs1 (stereo unspecified) | i | -17.2
CC(=O)Nc1cccc(Oc2ccc([N+](=O)[O-])cc2Cl)c1 | i | -4.3
Cc1nc2c3ccccc3[nH]c(=O)n2n1 | i | 3.4
CC(C)(C)/C=N/NC(=O)C1CC1 | i | 3.9
C/C(=C1/SC(N2CCOCC2)=NC1=O)c1ccc(Cl)cc1 | i | -11.9
O=S(N1CCc2ccccc21)C12CC3CC(CC(C3)C1)C2 (stereo unspecified) | i | -34.4
CCNc1nc(NCC)n2c(SCC(=O)c3ccccc3F)nnc2n1 | i | -22.6
CCNc1nc(C)nc2c1oc1ccccc12 | i | -12.8
COc1ccc(NC(=O)c2ccccc2N(Cc2ccccc2)S(C)(=O)=O)c(OC)c1 | i | -19.5
NNc1nc2c(F)cccc2s1 | i | -15.3
COc1ccccc1C(=O)NC(=O)COC(=O)CNC(=O)c1ccc(Cl)cc1Cl | i | -17.8
Cc1ccc(Sc2nc(-c3ccccc3)nnc2C(F)(F)F)cc1 | i | -11.3
Cc1ccc(C)c(OCc2nnc(NC(=O)c3ccc4c(c3)OCO4)s2)c1 | i | 0.0
CC(=O)c1ccc(N2CCN(CC(=O)NC(=O)NCc3ccccc3)CC2)cc1 | nt | -34.5
CC1(C)NC(=O)N(CCCCOc2ccc3ccccc3c2Cl)C1=O | i | -17.0
Nc1n[nH]c2ccccc12 | i | -7.3
Cc1sc(NC(=O)c2ccccc2F)c(CN2CCCCC2)c1C | i | -32.5
CCN(CC)C(c1ccc(C)cc1)c1nnnn1C1CCCCC1 (stereo unspecified) | i | -37.0
COc1ccc(CCNC(=O)Cn2nnc(-c3cccs3)n2)cc1OC | i | 0.0
CCCCN=C1NN=C(c2ccc(C)c(C)c2)CS1 | i | -35.0
O=C(CCc1ccccc1)N1CCN(c2ccc([N+](=O)[O-])cc2)CC1 | i | 7.9
COC(=O)C1=C(NC(=O)C(C)(C)C)CCS1 | i | -0.1
CCc1ccc(-c2cc(C(=O)N3N=C(C(F)F)CC3(O)C(F)F)c3ccccc3n2)cc1 (stereo unspecified) | i | 7.9
Cc1ccc(NC(=O)COC(=O)Cn2c(C)csc2=O)cc1 | i | -9.9
COC(=O)N/N=C/c1ccc(OC(=O)c2ccco2)c(OC)c1 | i | -11.0
C#CCOCCOCCOCCNc1nc(N2CCOCC2)nc(N2CCN(C(=O)[C@H](CCCN=C(N)N)n3cc(C(N)[C@@H](C)CC)nn3)CC2)n1 (stereo partly specified) | nt | -14.3
Cc1ccc(-c2csc3ncnc(N4CCN(Cc5ccccc5)CC4)c23)cc1 | i | -27.8
O=C(CCC(=O)NC1CCCCC1)Nc1cccnc1 | i | -16.0
COC(=O)C1=CN(Cc2ccccc2)C=C(C(=O)OC)C1c1cc(F)ccc1F | i | -28.8
CC(=O)c1sc(NC(=O)c2ccc(F)c(S(=O)(=O)N3CCOCC3)c2)nc1C | nt | -11.9
CC(=O)Nc1ccc(NC(=O)Nc2cccc(C)c2C)cc1 | i | -2.7
Cc1cccc(N2CC(O)(c3cccs3)[N+]3=C2CCCCC3)c1 (stereo unspecified) | i | -12.0
O=C(NCCOc1ccccc1)C1CCC(=O)N(CCc2ccc(Cl)cc2)C1 (stereo unspecified) | i | -20.5
Cc1cc(C)cc(NC(=O)c2cnn(-c3ccccc3)c2C2CCNCC2)c1 | i | -19.6
COc1ccc(-n2c(SCC(=O)N3CCCCC3C)nnc2-c2cccnc2)cc1 (stereo unspecified) | i | -23.0
COC(=O)C1C(=O)C2=C(CC1C)Nc1ccccc1NC2c1cccs1 (stereo unspecified) | i | -5.0
O=C(CS(=O)(=O)Cc1ccccc1)Nc1cccnc1 | i | -7.0
Cn1c(SCCOc2cccc(Cl)c2)nnc1-c1ccncc1 | i | -7.9
COc1ccc(Br)cc1-c1nc(CCl)cs1 | i | -4.6
O=C(CCNC(=O)c1ccccc1Cl)Nc1ccc(Br)c(C(F)(F)F)c1 | i | -8.9
Cc1noc(C)c1CSc1nc2[nH]ncc2c(=O)n1-c1ccccc1 | i | -39.0
Cc1nc(N2CCCCC2)c2c(C)c(C(=O)Nc3ccc4c(c3)OCCO4)sc2n1 | i | -22.9
CCOc1ccc(S(=O)(=O)N2CCN(C(=O)c3cc([N+](=O)[O-])ccc3N3CCOCC3)CC2)cc1 | nt | -5.6
CN(CC(=O)NC(=O)NC1CCCCC1)CC(=O)Nc1ccc(Cl)cc1 | nt | 0.4
CCOc1ccc(-c2nc3c(s2)CCc2onc(-c4ccc(OC)cc4)c2-3)cc1 | i | -9.3
CC(C)(C)C(=O)/C=C/c1ccc(Oc2ccccc2)cc1 | i | nt
CN1C(=O)C(O)(CC(=O)c2cccc(-n3cccc3)c2)c2ccccc21 (stereo unspecified) | i | -19.8
CN(C)S(=O)(=O)c1ccc(C(=O)Nc2ccn(C)n2)cc1 | i | -8.6
COc1cccc(CN(C)C(=O)c2cc(COc3ccc4ncccc4c3)on2)c1 | i | 40.6
Cc1cccc(OC(C)c2ccnc3nc(/N=C/N(C)C)nn23)c1 (stereo unspecified) | i | -17.7
The results go on:
SMILES | CHT PAM | OX1R antagonist
Cc1cc(=O)n2nc(N3CCC(C(=O)NCc4ccco4)CC3)sc2n1 | i | -15.0
N#CCc1nc(-c2cc3ccccc3oc2=O)cs1 | i | -30.2
COc1cc(C(=O)N2CCCN(C)CC2)cc(OC)c1C | i | -8.1
CN(Cc1ccccc1)S(=O)(=O)c1ccccc1Br | nt | -9.7
CCOC(=O)c1sc(NC(=O)CCc2ccc(OC)cc2)nc1C | i | -2.2
CCC(=O)c1ccc(OCC(=O)Nc2cc(S(=O)(=O)N3CCCCC3)ccc2N2CCN(CC)CC2)cc1 | i | -18.9
CC(=O)N1CCc2ccc(NC(=O)c3c(-c4c(Cl)cccc4Cl)noc3C)cc21 | i | -17.7
CC(c1ccccc1)N1CCN(C(=O)CCl)CC1 (stereo unspecified) | i | 4.6
Cc1ccc(CN2CCN(Cc3ccc(OCCO)cc3)CC2CCO)o1 (stereo unspecified) | i | -12.4
O=C(CSc1nnc(CNC(=O)c2ccccc2)o1)NCc1ccc(F)cc1 | i | -8.0
O=C(NCCc1ccccc1)c1ccc2c(c1)N(Cc1ccccc1)CCS2 | i | -12.3
COc1ccc(NC(=O)C/C(C)=N/NC(=O)c2ccccn2)c(OC)c1 | i | -29.9
CC(=O)[C@@H]1[C@@H](C(=O)c2ccc(F)cc2)[C@]2(C(=O)Nc3ccccc32)[C@H]2C=Cc3cc(F)ccc3N12 | i | -20.3
Cc1cccc(Oc2ccc(Cl)cc2N)c1 | i | -7.8
CCOc1ccc(C)cc1S(=O)(=O)n1nc(C)cc1C | i | -36.7
Cc1ccc(NC(=O)Nc2cccc(C(F)(F)F)c2)nc1 | i | -5.2
O=[N+]([O-])c1ccc(Cl)cc1CN1CCCCCC1 | i | -4.6
CCC/C(=N\NC(=O)C1CC1)c1ccc(Br)cc1 | i | -15.5
COc1cc2nc(=S)n3[nH]c(COc4ccccc4C)nc3c2cc1OC | i | -10.1
O=C1CC(N2CCN(c3ccc(F)cc3)CC2)C(=O)N1c1ccc2c(c1)OCO2 (stereo unspecified) | i | -21.7
CC(NC(=O)C(=O)NN=C1CCCCCCCCCCC1)c1ccccc1 (stereo unspecified) | i | -38.4
Clc1nssc1=Nc1nncs1 | nt | 21.1
CCc1ccc(NC(=O)C(=O)NCc2ccccn2)cc1 | i | -19.1
O=C(O)c1c(Cl)c(Cl)c(Cl)c(Cl)c1C(=O)N1CCCCCC1 | i | -12.3
Cn1nc(C(C)(C)C)cc1C(=O)NCc1cc(F)cc2c1OCOC2 | i | 29.1
CCc1ccc(NC(=O)C(C)Sc2nnc(CN3CCCC3)o2)cc1 (stereo unspecified) | nt | -11.2
CCn1nc(C(=O)NNC(=O)COc2ccc(OC)cc2)c2ccccc2c1=O | i | -35.4
CCC(C)C(NC(=O)C1CCC(C)CC1)C(=O)NCCCN1CCCCC1CC (stereo unspecified) | i | -28.8
CC(=O)c1sc(N)c(C(=O)OC(C)C)c1C | i | -3.1
O=C(CN(CC1CCCO1)C(=O)CNS(=O)(=O)c1ccccc1)NCc1ccccc1 (stereo unspecified) | i | -16.7
COc1ccc(CNC(=O)/C=C/c2ccc(OCCCF)cc2)cc1OC | i | -27.9
CC(Sc1nnc(NC2CC2)s1)C(=O)Nc1ccc(S(N)(=O)=O)cc1 (stereo unspecified) | nt | -4.9
CCCOCC(O)COc1ccccc1C(=O)N1CCOCC1 (stereo unspecified) | i | -8.5
NC(=O)C1CCN(C(=O)COc2ccc(Nc3ccccc3)cc2)CC1 | i | 2.4
CCOCCCNC(c1ccccc1)c1ccncc1 (stereo unspecified) | i | nt
CC(C)Cn1c(=O)[nH]c(=O)c2c(C(F)(F)F)cc(-c3ccccc3)nc21 | i | -47.7
COc1ccc(C(=O)Nc2cc(OC)nc(OC)n2)cc1 | i | -20.4
CCCN(CCC)S(=O)(=O)c1ccc(NC(=O)COc2ccccc2)cc1 | i | -26.1
c1ccc2c(CN3CCCCC3)csc2c1 | i | -2.0
O=C(Nc1ccc2oc(-c3ccccc3F)nc2c1)c1ncn[nH]1 | i | -3.2
CCC1(CC)NC(=O)N(CC(=O)OCC(=O)Nc2cc(OC)ccc2OC)C1=O | nt | -8.9
O=C(NC1CCCCC1NC(=O)c1cccs1)c1cccs1 (stereo unspecified) | i | -21.8
NC1=NC(=O)/C(=C/c2ccc(Br)cc2)S1 | i | -1.9
O=C1C(=O)N(CCN2CCOCC2)C(c2ccccn2)/C1=C(/O)c1ccc(F)cc1 (stereo unspecified) | i | -5.7
CCCN1CCN(S(=O)(=O)c2c(C)[nH]c(C)c2C(=O)N2CCCCC2)CC1 | i | -12.0
CC(=O)N[C@@H](CC(=O)O)C(=O)O | i | 1.1
COc1ccc(S(=O)(=O)N2CCCC2)c(C)c1C | i | -5.7
O=C(O)C1CCCCC1C(=O)Nc1nc(-c2cccs2)cs1 (stereo unspecified) | i | -14.5
Cc1nnc(SCCN2CCOCC2)n1C | i | -7.0
COc1ccc(NC(=O)c2c(-c3c(Cl)cccc3Cl)noc2C)cn1 | i | -6.3
Cc1ccc(-n2c(N)c(C#N)c(-c3ccc(Cl)cc3)c(C#N)c2=O)cc1 | i | 12.5
O=C(Nc1ccccn1)c1ccc(Br)c(S(=O)(=O)N2CCCCC2)c1 | i | -17.3
CCc1ccc(OCCCC(=O)O)c(Br)c1 | i | 8.7
COc1ccc(Nc2cc(Nc3ccccc3)ncn2)cc1 | i | -9.3
Cc1ccc(Nc2nc3c([nH]2)c(=O)[nH]c(=O)n3C)cc1 | i | -12.6
Cc1ccc(N(Cc2cc3ccccc3[nH]c2=O)C(=O)c2cccs2)cc1 | i | -34.2
COc1ccc2c(c1)cc(C(=O)N[C@H](C(=O)N1CCC[C@H]1C(=O)O)C(C)C)n2C | i | -11.7
Cc1ccc(C(=O)OCC(=O)N(Cc2ccccc2)C(C)C)cc1C | nt | 9.2
Cc1ccc(NC(=O)c2cc(-c3ccccc3O)n[nH]2)cc1C | i | -23.4
COc1cc(/C=N/NC(=O)c2cc(C)oc2C)ccc1OCc1ccccc1 | i | -11.0
Carrying on:
SMILES | CHT PAM | OX1R antagonist
O=C(CCCOc1ccccc1)Nc1cccc(S(=O)(=O)N2CCCCC2)c1 | nt | 2.9
O=c1oc2ccccc2c(O)c1C=NCc1ccccn1 | i | -8.2
CC1CCC2(CC1)NC(=O)N(NC(=O)c1cc3ccccc3o1)C2=O (stereo unspecified) | nt | -7.0
COc1ccc(C(=O)Nn2c(C)nc3ccccc3c2=O)cc1[N+](=O)[O-] | i | -12.5
